Pax4 gene expression: activators of Pax4 gene expression, primary screen, RT-PCR, mouse alpha TC1 cells, single point (AID 1053180); 9,600 compounds, 0.2% hits; activation, % at 10 µM; mouse alpha TC1 cells, Pax4 mRNA qPCR, 6 days; active compounds read high; 100% = Pax4 plasmid added at qPCR;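 active = highest normalized replicate activity of 15 or more, or at least half the replicates reach 15 or more; inactive = neither condition met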;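 also: pax4 Ct normalized to GAPDH with activation seen as lower delta delta Ct; plate controls were plate neutral control wells for no effect and Pax4 plasmid positive control for full effect; each compound tested in two replicate wells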
YAP1 CTGF inhibition: YAP1 pathway inhibitors via CTGF transcript, primary screen, DLD1 colon cancer cells, RT-qPCR, single point (AID 743449). inhibition, % at 12.5 µM. DLD1 CTGF mRNA qPCR, 24 h; active compounds read high. 9,900 compounds, 0.9% hits;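 active = mean normalized replicate activity at least 50 and at least half of replicates each reaching 50; inconclusive = only one of the two criteria met; inactive = neither criterion met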;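 also: 0% = neutral control wells and 100% = dasatinib control wells; higher means stronger suppression of CTGF expression like dasatinib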
* hit, by the source's call; ? = inconclusive; . = not tested or not shown; & = joins results of further samples. These rows are one share of the data, so the mix of outcomes need not match the whole.

mol | Pax4 gene expression | YAP1 CTGF inhibition
CCCNC(=O)N1CCC2(CC1)CN(Cc1ccccn1)[C@@H](CO)c1c2c2ccc(OC)cc2n1C | 0.0 | -23
COc1cccc(NC(=O)N[C@@H]2CC[C@H](CC(=O)N3CCN(C)CC3)O[C@@H]2CO)c1 | 0.0 | 7
N#Cc1ccc(-c2ccc(C3[C@@H]4CN(S(=O)(=O)c5ccc(F)cc5)C[C@H]3N4)cc2)cc1 (stereo partly specified) | 0.0&0.1 | -88&-34
COCC(=O)N1CC[C@@H]2[C@H]1c1cc(-c3cccc(F)c3)ccc1N(C)[C@@H]2CO | 0.0 | 27
C[C@@H](NC(=O)C[C@@H]1C=C[C@@H](NS(=O)(=O)c2cccc(F)c2)[C@@H](CO)O1)c1ccccc1 | 0.0 | ?
O=C1NCCOCc2cnnn2CC[C@@H]1Cc1ccc(F)cc1 | 0.0 | -1
COc1ccc2c3c(n(C)c2c1)[C@H](CO)N(S(C)(=O)=O)CC31CCN(C(=O)Nc2cccc(F)c2)CC1 | 0.0 | ?
CCCC#Cc1ccc2c(c1)[C@@H]1[C@@H](CCN1Cc1cncnc1)[C@@H](CO)N2 | 0.0 | -6
CCCNC(=O)N[C@@H]1C=C[C@@H](CC(=O)N2CCN(C)CC2)O[C@@H]1CO | 0.0 | 3
O=C(Nc1ccccc1)N1C[C@@H]2N[C@H](C1)C2c1ccc(-c2cccnc2)cc1 (stereo partly specified) | 0.1 | -85
CC(C)(C)[S@@](=O)N1Cc2cc(C(=O)N3CCOCC3)nc(-c3cccc(-c4ccccc4F)c3)c2[C@H]1CCO | 0.0 | -7
COc1ccc(CN(C)C[C@@H]2Oc3ccc(NC(=O)Nc4ccc5c(c4)OCO5)cc3CC(=O)N([C@H](C)CO)C[C@H]2C)cc1 | 0.0 | 6
CN1c2ccc(C3=CCCCC3)cc2[C@@H]2[C@@H](CCN2C(=O)c2ccc3c(c2)OCO3)[C@@H]1CO | 0.0 | 23
OC[C@H]1[C@@H](c2ccc(-c3cccc(F)c3)cc2)[C@H]2CN(Cc3cncnc3)CCCCN21 | 0.0 | -21
C[C@@H]1CN([C@@H](C)CO)C(=O)c2cc(NC(=O)Nc3ccccc3)ccc2O[C@H]1CN(C)Cc1ccccc1 | 0.0 | 18
C[C@@H]1CCCCO[C@@H](CN(C)Cc2ccc(C(F)(F)F)cc2)[C@@H](C)CN([C@H](C)CO)C(=O)c2cc(NC(=O)Nc3cccc4ccccc34)ccc2O1 | 0.0 | 10
COc1ccc2c3c(n(C)c2c1)[C@H](CO)N(Cc1cccnc1)CC31CN(C(=O)c2cccnc2)C1 | 0.0 | 16
C[C@@H]1CN([C@H](C)CO)S(=O)(=O)c2ccc(-c3cncnc3)cc2O[C@@H]1CN(C)C(=O)NC1CCCC1 | 0.0 | 33
O=C(c1cccc(F)c1)N1CC2(C1)[C@H](c1ccccc1)[C@H](CO)N2C(=O)C1CCCCC1 | . | -11
CO[C@@H](CN(C)C(=O)c1cc(Cl)cc(Cl)c1)[C@H](C)CN(C(=O)Nc1ccc(F)cc1)[C@H](C)CO | 0.2 | -37
O=C(C[C@@H]1CC[C@H]2NC[C@@H](O)COC[C@@H]2O1)NCCN1CCCCC1 | 0.0 | 5
C/C=C/c1ccc(C2[C@H]3CNC[C@@H]2N3C(=O)Nc2ccc3c(c2)OCO3)cc1 (stereo partly specified) | 0.0&0.0 | 11&-12
CN(C)CCCNC(=O)C[C@H]1CC[C@@H]2[C@H](COC[C@@H](O)CN2Cc2cccc(C(F)(F)F)c2)O1 | 0.0 | -31
O=C1CCCCn2cc(nn2)COC[C@@H](Cc2ccccc2)N1 | 0.0 | -17
C/C=C/c1ccc(C2[C@H]3CNC[C@@H]2N3C(=O)Nc2ccc(C(F)(F)F)cc2)cc1 (stereo partly specified) | 0.0&0.0 | 17&0
CCS(=O)(=O)Nc1ccc2c(c1)C(=O)N(C)[C@H]1CC[C@H](CC(=O)NCc3ccc(OC)cc3)O[C@@H]1CO2 | 0.0 | -27
COc1ccc(NC(=O)N2C[C@H](O)COC[C@@H]3O[C@H](CC(=O)N4CCCCC4)CC[C@H]32)cc1 | 0.0 | -2
O=C(c1cccnc1)N1CC(=O)N2[C@H](CO)[C@H](c3ccc(-c4ccccc4F)cc3)[C@H]2C1 | 0.0 | -11
N#C[C@H]1[C@H](c2ccc(C#Cc3ccccc3F)cc2)[C@H](CO)N1C(=O)c1cccnc1 | 0.0 | -59
Cc1noc(C)c1S(=O)(=O)Nc1ccc2c(c1)C(=O)N([C@H](C)CO)C[C@H](C)[C@H](CN(C)Cc1ccc(C(=O)O)cc1)OCCCC[C@@H](C)O2 | 0.0 | 9
CCC(=O)N1[C@H](CO)[C@@H](c2ccccc2)[C@H]1CN(C)C(=O)CN1CCOCC1 | 0.0 | -21
C[C@@H]1CN([C@H](C)CO)C(=O)c2cc(NC(=O)c3ccncc3)ccc2O[C@@H](C)CCCCO[C@H]1CN(C)Cc1ccc(Cl)c(Cl)c1 | 0.0 | 20
CC(C)(C)[S@@](=O)N1Cc2cc(C(=O)N3CCOCC3)nc(-c3cccc(-c4ccc(C#N)cc4)c3)c2[C@H]1CCO | 0.0 | -18
O=C(Cc1cccnc1)N1CC(=O)N2[C@H](CO)[C@H](c3ccc(C#CC4CCCCC4)cc3)[C@@H]2C1 | 0.0 | 17
O=C(C[C@H]1C[C@H]2c3cc(NS(=O)(=O)c4ccccc4)ccc3O[C@H]2[C@@H](CO)O1)N1CCOCC1 | 0.0 | -1
COc1ccccc1C#Cc1ccc2c(c1)[C@H]1[C@H](CCN1S(=O)(=O)c1cn(C)cn1)[C@@H](CO)N2 | 0.0 | 34
O=C(C[C@H]1CC[C@H]2NC[C@H](O)COC[C@@H]2O1)NCCc1ccncc1 | 0.0 | 5
COc1ccc2c3c(n(C)c2c1)[C@H](CO)N(Cc1ccc(Cl)cc1)CC31CCN(CC2CC2)CC1 | 2.3 | -19
O=C(C[C@@H]1C=C[C@@H](NC(=O)Cc2ccccn2)[C@@H](CO)O1)NCCc1ccncc1 | 0.0 | 8
C[C@H](CO)N1C[C@H](C)[C@@H](CN(C)C(=O)NC2CCCCC2)OCCCC[C@H](C)Oc2ccc(N(C)C)cc2C1=O | 0.0 | -16
C[C@H]1CN([C@@H](C)CO)C(=O)CCCn2nncc2CO[C@H]1CN(C)S(=O)(=O)c1ccccc1C#N | 0.0 | 6
CCCC(=O)Nc1ccc2c(c1)OC[C@@H](C)N(S(=O)(=O)c1cn(C)cn1)C[C@H](C)[C@@H](OC)CN(C)C2=O | 0.0 | -9
CO[C@H]1CN(C)C(=O)c2cc(NS(=O)(=O)CC(F)(F)F)ccc2OC[C@@H](C)NC[C@H]1C | 0.0 | -9
O=C(C[C@@H]1C[C@@H]2c3cc(NC(=O)CC4CC4)ccc3O[C@@H]2[C@@H](CO)O1)NCC1CC1 | 0.0 | -1
CN(C)C(=O)C[C@@H]1C[C@@H]2c3cc(NC(=O)Nc4ccc(F)cc4)ccc3O[C@@H]2[C@@H](CO)O1 | 0.0 | -21
C[C@H](CO)N1C[C@H](C)[C@H](CN(C)C(=O)NC2CCCC2)OCc2cnnn2CCCC1=O | 0.0 | -1
C[C@@H]1CN([C@@H](C)CO)C(=O)c2ccccc2-c2ccccc2CO[C@@H]1CN(C)Cc1cccc(C(=O)O)c1 | 0.0 | -8
CS(=O)(=O)Nc1ccc2c(c1)[C@H]1C[C@H](CC(=O)NCc3cc(F)ccc3F)O[C@@H](CO)[C@H]1O2 | 0.0 | -1

Continued (4 carried over from the part before).
Below each compound – Pax4 gene expression | YAP1 CTGF inhibition
CN(C)C(=O)C[C@@H]1C[C@@H]2c3cc(NC(=O)Nc4ccc(F)cc4)ccc3O[C@@H]2[C@@H](CO)O1
→ 0.0 | -21
C[C@H](CO)N1C[C@H](C)[C@H](CN(C)C(=O)NC2CCCC2)OCc2cnnn2CCCC1=O
→ 0.0 | -1
C[C@@H]1CN([C@@H](C)CO)C(=O)c2ccccc2-c2ccccc2CO[C@@H]1CN(C)Cc1cccc(C(=O)O)c1
→ 0.0 | -8
CS(=O)(=O)Nc1ccc2c(c1)[C@H]1C[C@H](CC(=O)NCc3cc(F)ccc3F)O[C@@H](CO)[C@H]1O2
→ 0.0 | -1
C[C@H]1CN([C@@H](C)CO)C(=O)CCCn2cc(nn2)CO[C@@H]1CN(C)Cc1ccccc1
→ 0.0 | -6
CO[C@H]1CN(C)C(=O)c2cccc(C#N)c2OCC[C@@H]2CC[C@@H](OC)[C@@H](CN(C)C(=O)[C@H]1C)O2
→ 0.0 | -34
O=S(=O)(NC[C@H]1[C@@H](c2ccccc2)[C@H](CO)N1CC1CC1)c1ccccc1
→ 0.0 | 14
O=C(C[C@@H]1CC[C@H]2NC[C@H](O)COC[C@@H]2O1)Nc1nccs1
→ 0.0 | 11
C[C@H](CO)N1C[C@H](C)[C@@H](CN(C)C(=O)c2cc(Cl)cc(Cl)c2)OCc2ccccc2-c2ccccc2C1=O
→ 0.0 | -15
O=C(c1ccc2c(c1)OCO2)N1C[C@@H]2[C@H](c3ccccc31)[C@@H](CO)N2Cc1cccnc1
→ 0.0 | -1
O=C(Nc1ccccc1F)N1C[C@@H]2[C@H](c3ccccc31)[C@@H](CO)N2C(=O)Cc1cccnc1
→ 0.0 | 8
CN1c2ccc(Br)cc2[C@H]2[C@H](CCN2C(=O)Cc2ccccc2)[C@H]1CO
→ 0.0 | -1
COc1cccc(S(=O)(=O)N(C)C[C@@H]2OCc3ccccc3-c3c(n(C)c4ccccc34)C(=O)N([C@@H](C)CO)C[C@H]2C)c1
→ 0.1 | 14
O=C(C[C@@H]1C=C[C@@H](NC(=O)Cc2ccccn2)[C@H](CO)O1)NCCc1ccncc1
→ 0.0 | -27
COCC(=O)N1CC2(CCN(Cc3ccccc3)CC2)c2c([nH]c3cc(OC)ccc23)[C@@H]1CO
→ 0.0 | 5
O=C(C1CCCCC1)N1CC2(C1)[C@@H](c1ccccc1)[C@@H](CO)N2C(=O)c1cccnc1
→ . | -27
COc1ccccc1NC(=O)N1CC(=O)N2[C@H](CO)[C@@H](c3ccc(C#CC(C)C)cc3)[C@H]2C1
→ 0.0 | 2
COc1ccccc1CNC(=O)C[C@@H]1CC[C@@H]2[C@H](COC[C@@H](O)CN2Cc2ccc3c(c2)OCO3)O1
→ 0.0 | 1
CCCC(=O)N1CCC2(CC1)CN(C(=O)C1CCC1)[C@@H](CO)c1[nH]c3cc(OC)ccc3c12
→ 0.2 | 0
COc1ccc([C@@H]2C/C=C\C[C@H](c3ccc4c(c3)OCO4)NC(=O)[C@H](c3ccccc3)CC(=O)N2)c(OC)c1
→ 0.0 | -24
CO[C@@H]1CN(C)C(=O)c2cc(NC(=O)Nc3ccccc3F)ccc2OC[C@H](C)N(CCC(F)(F)F)C[C@H]1C
→ 0.0 | 21
CN(C)C(=O)c1ccc(-c2ccccc2[C@@H]2[C@@H](C#N)N(C(=O)C3CC3)[C@@H]2CO)cc1
→ 0.0 | -18
C[C@@H]1CN([C@H](C)CO)C(=O)CCCn2nncc2CO[C@@H]1CN(C)C(=O)Nc1ccnc(N2CCOCC2)c1
→ 0.0 | -32
O=C(CCN1CCCCC1)NCC[C@H]1CC[C@@H](NS(=O)(=O)c2cccc(Cl)c2)[C@@H](CO)O1
→ 0.0 | ?
O=C(NCC[C@@H]1CC[C@@H](NS(=O)(=O)c2ccc(F)cc2)[C@H](CO)O1)c1ccc2c(c1)OCO2
→ 0.0 | -1
C[C@H](CO)N1C[C@H](C)[C@H](CN(C)CC2CCCCC2)OCc2cnnn2CCCC1=O
→ 0.0 | -11
COc1ccccc1NC(=O)N[C@H]1CC[C@@H](CCNS(=O)(=O)c2ccc(Cl)cc2)O[C@@H]1CO
→ 0.0 | 21
C[C@H](CO)N1C[C@H](C)[C@H](CN(C)C(=O)Nc2ccc(C(F)(F)F)cc2)OCCCC[C@H](C)Oc2ccc(NS(=O)(=O)c3cn(C)cn3)cc2C1=O
→ 0.0 | 3
Cc1ccc(S(=O)(=O)N(C)C[C@@H]2OCCCC[C@@H](C)Oc3ccc(NC(=O)c4ccncc4)cc3C(=O)N([C@@H](C)CO)C[C@H]2C)cc1
→ 0.0 | 14
CC(C)C[C@H]1COCn2nncc2CC[C@H](C)C(=O)N1
→ 0.0 | 3
CO[C@@H]1CN(C)C(=O)c2cc(NS(=O)(=O)CC(F)(F)F)ccc2OC[C@H](C)NC[C@@H]1C
→ 0.0 | 11
COc1cccc(S(=O)(=O)Nc2ccc3c(c2)[C@H]2C[C@H](CC(=O)NC4CCCCC4)O[C@@H](CO)[C@H]2O3)c1
→ 0.0 | 3
CCS(=O)(=O)N(C)C[C@@H]1N[C@H](CO)[C@@H]1c1ccc(-c2ccccc2F)cc1
→ 0.0 | 1

Of the compounds above, 2 have a COOH group:
Below each compound – Pax4 gene expression | YAP1 CTGF inhibition
Cc1noc(C)c1S(=O)(=O)Nc1ccc2c(c1)C(=O)N([C@H](C)CO)C[C@H](C)[C@H](CN(C)Cc1ccc(C(=O)O)cc1)OCCCC[C@@H](C)O2
→ 0.0 | 9
C[C@@H]1CN([C@@H](C)CO)C(=O)c2ccccc2-c2ccccc2CO[C@@H]1CN(C)Cc1cccc(C(=O)O)c1
→ 0.0 | -8

Bioassay records: PubChem, Broad Institute
